FID counter: displaces DNA intercalator in HCV helicase counter-screen; AID 1845; 0.17% of 290,000 active; DNA fluorescent intercalator displacement, fluorescence; inhibition, % at 7.9 µM; in the data active = inhibition above about 37%;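 also: 0% = vehicle and 100% = reference compound; higher means more ethidium bromide displaced from hairpin DNA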
PHOSPHO1 inh: blocks human PHOSPHO1 phosphatase activity; inhibition, % at 13.3 µM; recombinant PHOSPHO1, absorbance phosphatase assay; 1.1% of 290,000 active; in the data active = inhibition above about 60%
Target sequence (Q8TCT1 whole entry, looked up): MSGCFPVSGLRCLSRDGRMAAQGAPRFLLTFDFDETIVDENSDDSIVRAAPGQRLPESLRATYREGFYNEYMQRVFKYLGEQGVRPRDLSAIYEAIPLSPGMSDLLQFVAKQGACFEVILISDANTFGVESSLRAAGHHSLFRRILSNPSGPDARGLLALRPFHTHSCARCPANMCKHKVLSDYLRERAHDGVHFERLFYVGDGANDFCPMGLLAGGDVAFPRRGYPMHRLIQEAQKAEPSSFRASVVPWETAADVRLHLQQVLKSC
IMP-1 inhibitor: inhibitors of Pseudomonas aeruginosa IMP-1 metallo-beta-lactamase. AID 1556. 0.45% of 290,000 active. inhibition, % at 5.6 µM. purified IMP-1, nitrocefin hydrolysis, epi-absorbance fluorescence;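 active = inhibition above the mean plus 3 SD of all compounds in the same screening run, cut at about 4.5% in these data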;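 also: 0% = IMP-1 with DMSO and 100% = DMSO wells lacking enzyme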
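System: Purified recombinant IMP-1 metallo-beta-lactamase enzyme | Measured by: Fluorescence quenching readout, ex 480/em 530 nm | Replication: Singlicate | Incubation: 15 min preincubation plus 25 min reaction at 25 °C | Evaluation: Percent inhibition from optical density relative to buffer-blank wells | Benchmarks: DMSO with and without IMP-1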
VIM-2 inhibitor: inhibitors of Pseudomonas aeruginosa VIM-2 metallo-beta-lactamase; purified VIM-2, nitrocefin hydrolysis, epi-absorbance fluorescence; inhibition, % at 5.6 µM; 0.89% of 290,000 active; AID 1527;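 active = inhibition above the mean of all tested compounds plus 3 SD, cutoff set per screening run, cut at about 7.5% in these data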;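 also: red hydrolysis product quenches plate fluorescence so inhibitors raise well fluorescence; 0% = enzyme with DMSO and 100% = DMSO without enzyme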
OXTR agonist: activates the human oxytocin receptor; P30559; CHO-OTR cells, Fluo-8 calcium fluorescence; normalized: DMSO 0%, oxytocin 100%; activation, % at 3 µM; 0.32% of 320,000 active;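 active = activation above the mean of all tested compounds plus 3 SD, cutoff set per screening run, cut at about 20% in these data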;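 also: peak over basal fluorescence ratio from a 100 s FLIPR kinetic read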
Target sequence (P30559 whole entry, looked up): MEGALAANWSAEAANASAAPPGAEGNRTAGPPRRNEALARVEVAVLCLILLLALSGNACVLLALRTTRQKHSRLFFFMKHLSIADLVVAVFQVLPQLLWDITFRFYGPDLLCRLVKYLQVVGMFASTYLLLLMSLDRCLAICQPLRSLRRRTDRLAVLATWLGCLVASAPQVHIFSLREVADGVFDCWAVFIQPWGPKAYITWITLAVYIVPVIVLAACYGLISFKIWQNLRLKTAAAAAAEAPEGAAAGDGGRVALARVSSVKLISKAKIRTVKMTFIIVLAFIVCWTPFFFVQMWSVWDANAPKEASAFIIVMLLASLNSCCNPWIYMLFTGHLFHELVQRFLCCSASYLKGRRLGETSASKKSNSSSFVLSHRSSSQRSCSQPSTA
HCV NS3 hel inh: blocks Hepatitis C virus NS3 helicase unwinding. NS3 helicase DNA unwinding, Cy5 molecular beacon fluorescence. inhibition, % at 10.9 µM. 0.56% of 290,000 active. AID 1800;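 active = inhibition above the mean of all tested compounds plus 3 SD, set per campaign, cut at about 35% in these data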;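 also: 0% = DMSO wells and 100% = thioflavine S control wells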
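System: HCV NS3 helicase fragment; control set: DMSO and thioflavine S; technique: Cy5 fluorescence at 0 and 60 min, beacon hairpin quenching; reagent: beacon DNA duplex substrate plus ATP; replicates: singlicate; schedule: 1 h reaction at 25 °C, ATP-initiated; medium: MOPS buffer pH 6.5 with MgCl2, DTT, Tween20, BSA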
GPR7 antagonist: human neuropeptides B/W receptor 1 antagonism | inhibition, % at 4.4 µM | P48145 | AID 1861 | GPR7-expressing cells, fluorescence antagonist assay | 1.1% of 290,000 active; in the data active = inhibition above about 16%, passing the limit was not always enough;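 also: cells stimulated with the agonist NPW; 0% = agonist with vehicle and 100% = vehicle without agonist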
V1aR counter: V1a receptor agonism, counter-screen for OXTR agonists; 0.25% of 320,000 active; activation, % at 3 µM; AID 2797; CHO-V1R cells, Fluo-8 calcium fluorescence, agonist mode; 0% DMSO, 100% 3 nM vasopressin; P37288;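 active = activation above the mean activation of all tested compounds plus 3 SD, per screening run, cut at about 20% in these data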;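 also: signal is peak over basal fluorescence ratio across a 100 second FLIPR read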
GalR3 antag: human GalR3 antagonism. HEK293 GalR3-CNG cAMP membrane potential fluorescence; galR3 body fused to GalR1 C-terminus. inhibition, % at 3 µM. 0.44% of 360,000 active. AID 651719;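 active = inhibition above the screen-wide average plus 3 SD, cut at about 13% in these data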;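 also: forskolin and galanin both at EC90 stimulate the cells; cAMP rise reported by CNG channel membrane potential dye signal; 0% = forskolin plus galanin with DMSO and 100% = forskolin alone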
Target sequence (O60755 1-299 limits assumed): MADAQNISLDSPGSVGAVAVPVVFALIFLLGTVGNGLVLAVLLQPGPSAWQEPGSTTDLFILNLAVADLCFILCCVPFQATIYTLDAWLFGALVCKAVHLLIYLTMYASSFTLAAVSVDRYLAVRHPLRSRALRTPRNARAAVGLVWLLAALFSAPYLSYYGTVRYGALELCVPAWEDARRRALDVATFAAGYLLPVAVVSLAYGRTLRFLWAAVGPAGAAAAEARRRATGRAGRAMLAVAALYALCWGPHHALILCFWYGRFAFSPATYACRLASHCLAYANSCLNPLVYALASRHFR
The depositor's hits bear a star; nt = no result given. Rows were taken by chance, and some 4.3% of all compounds hit somewhere here.

Molecule,V1aR counter,FID counter,GalR3 antag,OXTR agonist,VIM-2 inhibitor,GPR7 antagonist,IMP-1 inhibitor,PHOSPHO1 inh,HCV NS3 hel inh
O=C(N[C@@H](Cc1ccccc1)C(=O)N1CCC2(CC1)NCCc1[nH]cnc12)c1cccc(Br)c1,0.2,26,3,-0.9,-4.2,-7,0.0,1,-44
O=C(C[n+]1cc(-c2ccc(Br)cc2)n2c1CCCCC2)c1ccccc1,0.1,14,-6,1.3,-2.0,0,-0.2,53,-62
O=C(COC(=O)c1ccc(S(=O)(=O)NCc2ccco2)cc1)NCCC1=CCCCC1,1.8,-15,-2,-0.1,-2.5,-4,1.4,-44,1
COc1cc(S(=O)(=O)N2CCN3CCCC3C2)ccc1-n1cnnn1 (stereo unspecified),0.9,4,-7,0.1,-2.8,-6,-2.8,-18,8
COc1ccc(-c2csc(NC(=O)CCn3cnc4ccccc4c3=O)n2)cc1OC,1.2,-24,-3,4.6,-1.8,-3,-0.5,9,-5
CC(C)OCCCNC(=O)C1CC(=O)N(CCc2ccc(F)cc2)C1 (stereo unspecified),0.8,-10,-9,0.2,0.8,-10,-0.8,nt,-1
O=C(O)CCn1c(C2CCCCC2)nc2ccccc21,1.1,4,-6,0.2,-0.3,-9,-2.3,-6,-5
CCn1c(SCC(=O)Nc2ccc(OC)c(OC)c2)nnc1-c1cnccn1,0.5,-15,-9,0.9,-5.5,-17,-0.4,24,-3
COc1cc(/C=C/C(=O)Nc2nnc(C(C)(C)C)s2)cc(OC)c1OC,0.1,-22,0,-1.0,-5.0,-5,-3.1,24,2
Cc1ccc2c(c1)c1c3n2CCN(CC#N)C3CCC1 (stereo unspecified),0.9,-6,-9,-0.2,-1.1,-16,-0.3,40,-4
CN(C(=O)c1ccc(S(=O)(=O)c2cccc(Cl)c2)c([N+](=O)[O-])c1)C1CCCCC1,5.1,0,22*,5.7,-0.6,-7,-3.4,0,-1
COC(=O)[C@@]1(Cc2ccc(F)cc2)[C@H]2c3cc(C(=O)N(C)C)n(CCc4ccc(OC)c(Br)c4)c3C[C@H]2CN1C(=O)c1ccccc1,-1.2,-15,-2,-0.5,-0.8,-10,-2.0,-4,-9
COc1cccc(NC(=O)CN(C)CC(=O)Nc2ccc3c(c2)CCC3)c1,-0.2,-20,-8,0.3,-2.0,-3,-2.1,1,-7
Cc1ccccc1CS(=O)(=O)c1nnc([C@H](Cc2ccccc2)NC(=O)OC(C)(C)C)o1,-0.3,-32,-6,-0.8,-1.9,0,1.6,11,-3
CCCCC(CC)CNS(=O)(=O)c1ccc2c(c1)CCN2C(=O)CCC(=O)O (stereo unspecified),-0.4,-49,-6,0.2,-0.6,4,-1.1,4,23
CCCCn1c(=O)c(-c2ccccc2)c(O)c2ccccc21,-0.3,-9,-3,-2.1,0.2,-7,-3.0,5,6
CCCCn1c(=O)c2c(O)cc(=O)oc2c2ccccc21,0.2,-4,-1,-0.3,-4.3,-4,-4.7,8,10
CCOC(=O)c1[nH]c2c(c1C)C(=O)CC(c1ccc(OC)c(OC)c1)C2 (stereo unspecified),7.2,-8,1,7.8,-1.4,2,-2.3,-25,6
CCc1ccc(NC(=O)Cn2ncc3c4ccccc4n(C)c3c2=O)cc1,-0.4,0,-7,-0.3,-0.8,-17,-1.3,32,-3
CC(=O)OCCNc1cc(N2CCN(C)CC2)c2noc3c2c1C(=O)c1ccccc1-3,nt,15,1,nt,8.2*,0,-0.8,-5,5
COc1ccc(-c2nnc(CSc3nc4ccccc4c(=O)n3C)o2)cc1OC,1.3,-2,nt,1.4,-2.1,2,-1.0,-7,-5
COc1ccccc1/C=C/CN1CCCC(CCC(=O)NCc2ccccc2F)C1 (stereo unspecified),0.2,22,-5,-0.1,4.2,-4,0.1,23,-13
CCCCN(C)C(=O)C1CCN(Cc2cccnc2)CC1,1.0,5,-7,0.0,-2.9,5,-2.9,-16,5
CC(C)(C)CC(C)(C)NC(=S)NC1CCN(Cc2ccccc2)CC1,5.0,10,-3,12,-1.0,27*,0.6,-14,-33
COC(=O)c1ccc(/C=C/C(=O)O)cc1,1.0,2,2,0.3,-1.1,-3,-2.7,-14,7
COc1ccc(S(=O)(=O)N2CCN(C(=O)CCC3CCCC3)CC2)cc1,5.7,-19,-4,6.6,-2.9,14,-3.2,23,0
CCOC(=O)C1=C(O)C(Nc2nccs2)(C(F)(F)F)N=C1C (stereo unspecified),0.7,5,3,-0.5,-4.9,-2,-3.6,-26,8
CN1C(=O)NC(NS(=O)(=O)c2ccc(N)cc2)(C(F)(F)F)C1=O (stereo unspecified),0.8,-5,-2,0.7,-0.8,-2,-3.2,24,-3
O=C(O)C1Nc2c(Cl)cc(Cl)cc2C2C=CCC12 (stereo unspecified),0.2,-7,nt,-0.1,4.4,-9,-0.4,-47,9
N#CC(c1cccc(C(F)(F)F)c1)(c1ncc(C(F)(F)F)cc1Cl)N1CCOCC1 (stereo unspecified),-0.7,-3,-8,-0.8,-1.1,-5,-2.5,20,10

An excerpt of these results, with values under each structure:
The line under a structure holds: V1aR counter, FID counter, GalR3 antag, OXTR agonist, VIM-2 inhibitor, GPR7 antagonist, IMP-1 inhibitor, PHOSPHO1 inh, HCV NS3 hel inh
> COc1cccc(NC(=O)CN(C)CC(=O)Nc2ccc3c(c2)CCC3)c1
  -0.2, -20, -8, 0.3, -2.0, -3, -2.1, 1, -7
> Cc1ccccc1CS(=O)(=O)c1nnc([C@H](Cc2ccccc2)NC(=O)OC(C)(C)C)o1
  -0.3, -32, -6, -0.8, -1.9, 0, 1.6, 11, -3
> CCCCC(CC)CNS(=O)(=O)c1ccc2c(c1)CCN2C(=O)CCC(=O)O (stereo unspecified)
  -0.4, -49, -6, 0.2, -0.6, 4, -1.1, 4, 23
> CCCCn1c(=O)c(-c2ccccc2)c(O)c2ccccc21
  -0.3, -9, -3, -2.1, 0.2, -7, -3.0, 5, 6
> CCCCn1c(=O)c2c(O)cc(=O)oc2c2ccccc21
  0.2, -4, -1, -0.3, -4.3, -4, -4.7, 8, 10
> CCOC(=O)c1[nH]c2c(c1C)C(=O)CC(c1ccc(OC)c(OC)c1)C2 (stereo unspecified)
  7.2, -8, 1, 7.8, -1.4, 2, -2.3, -25, 6
> CCc1ccc(NC(=O)Cn2ncc3c4ccccc4n(C)c3c2=O)cc1
  -0.4, 0, -7, -0.3, -0.8, -17, -1.3, 32, -3
> CC(=O)OCCNc1cc(N2CCN(C)CC2)c2noc3c2c1C(=O)c1ccccc1-3
  nt, 15, 1, nt, 8.2*, 0, -0.8, -5, 5
> COc1ccc(-c2nnc(CSc3nc4ccccc4c(=O)n3C)o2)cc1OC
  1.3, -2, nt, 1.4, -2.1, 2, -1.0, -7, -5
> COc1ccccc1/C=C/CN1CCCC(CCC(=O)NCc2ccccc2F)C1 (stereo unspecified)
  0.2, 22, -5, -0.1, 4.2, -4, 0.1, 23, -13
> CCCCN(C)C(=O)C1CCN(Cc2cccnc2)CC1
  1.0, 5, -7, 0.0, -2.9, 5, -2.9, -16, 5

Next structures.
Molecule,V1aR counter,FID counter,GalR3 antag,OXTR agonist,VIM-2 inhibitor,GPR7 antagonist,IMP-1 inhibitor,PHOSPHO1 inh,HCV NS3 hel inh
CC1CCN(C(=O)CN(c2ccc(Cl)c(C(F)(F)F)c2)S(C)(=O)=O)CC1,-0.3,-27,-6,-0.3,-0.5,19,-0.9,-1,1
CC(=O)c1ccc(OCCNS(=O)(=O)c2ccc(-n3cnnn3)cc2)cc1,2.4,-2,9,0.1,-7.7,5,0.1,35,7
Cc1cc(NC(=O)CSc2nc3ccccc3c(=O)n2Cc2ccc(F)cc2)no1,-0.1,2,-3,0.1,-1.8,-13,-3.1,-2,1
Cc1cc(=O)n2nc(N3CCCC3C(=O)NCCCN3CC(C)CC(C)C3)sc2n1 (stereo unspecified),-0.8,-2,1,0.4,-3.0,-8,-4.4,11,3
CCCCN(C(=S)NC(=O)c1ccccc1)c1c(N)n(Cc2ccccc2)c(=O)[nH]c1=O,0.0,-30,-6,0.5,-4.2,13,-2.1,-18,-8
CC12CN(NC(=O)c3ccccc3F)C3(C#N)CC1CCC23C (stereo unspecified),0.2,-8,-3,-0.9,-2.1,20,-2.8,42,7
CC1CC1c1ccc(/C=C(\C#N)C(=O)Nc2ccc(Cl)cc2Cl)o1 (stereo unspecified),0.5,-3,-1,-0.3,-3.5,-11,-3.6,6,2
Oc1ccc(Br)cc1C=Nc1ccc2[nH]ncc2c1,0.4,9,-3,-0.8,-3.5,-10,-1.1,1,0
Cc1nc(C)c(-c2ccc(SCC(=O)Nc3ccc(C)c(Cl)c3)nn2)s1,7.9,-11,-4,3.8,2.4,3,-0.9,27,-6
O=C(NCCCn1ccnc1)C(=O)NCC1OCCCN1S(=O)(=O)c1ccc(F)cc1 (stereo unspecified),0.1,0,-4,-0.2,-1.1,-3,-0.3,7,2
COc1ccc(NC(=O)c2nn(C)cc2[N+](=O)[O-])cc1,0.0,0,-4,-1.1,-1.5,-14,-1.7,39,-3
COC(=O)c1ccc(S(=O)(=O)c2ccc(C(=O)OC)s2)s1,0.0,1,-7,0.1,0.5,2,-0.9,-22,-4
CCN(CC)c1ccc(NC(=O)c2cc(OC)cc(OC)c2)c(C)c1,-1.5,1,-3,-1.4,-4.1,2,-4.2,35,1
COc1ccc(C(=O)Nc2ccc(C(=O)OCC(=O)c3cccc4ccccc34)cc2)cc1,2.2,1,-4,0.3,-1.5,-8,-2.3,-12,-5
COc1ccccc1N1C(=S)N=C(Nc2c(C)cccc2C)C12CCCC2,-1.2,-37,-7,-3.9,-2.8,-10,-2.8,27,-8
NC(=S)c1ccc(C(N)=S)o1,-0.1,3,0,0.4,-0.4,-14,-0.5,96*,2
O=C(O)C1Sc2[nH]c(=O)sc2C2c3cc(Br)ccc3OC(=O)C12 (stereo unspecified),9.2,-8,1,7.2,4.7,-6,5.5*,-78,4
CC(C)Cn1c(=O)c2c(nc3n2CC(C)CN3Cc2ccccc2)n(C)c1=O (stereo unspecified),-1.4,-37,-6,-2.6,4.2,-4,-3.4,30,3
CCn1c(COc2ccccc2OC)nnc1SCC#N,1.9,-4,-7,1.5,-1.5,11,-2.8,6,1
O=C(CSc1nncc2ccccc12)Nc1ccc(C(=O)O)cc1,0.3,-12,-5,0.0,1.3,-9,3.5,10,2
COc1cc(C(=O)OCC(=O)Nc2ccc3c(c2)OC(F)(F)O3)ccc1OCc1c(C)noc1C,6.4,-1,-3,4.0,-0.7,-13,-2.7,-8,-4
CCOC(=O)c1sc(NC(=O)CCC(=O)O)nc1C,0.8,-2,4,1.5,-0.8,-5,0.3,-1,-10
